Bioassay records: PubChem, Small Molecule Screening Facility, UW Madison
PriA SSB inh: blocks PriA binding to SSB C-terminal tail; AlphaScreen SSBct-PriA binding, biotinylated peptide; AID 1272365; 430,000 tested, 0.6% active; inhibition, % at 33 µM; in the data active = inhibition mostly above about 37%, no sharp cut-off; inactive = mostly below about 20%;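 also: plate controls were negative control peptide for no effect and reference peptide for full effect; strong numbers were not always called active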
* = called active by the depositor; & = joins results of further samples. This is a subset; count on the stated rates, not on these rows.

What do the screens show for `CCC(C)(C)OCC(O)CN1CCc2cc(OC)c(OC)cc2C1` (stereo not drawn)?
PriA SSB inh: -6

What do the screens show for `O=c1oc2ccccc2n1CCOc1ccc2ccccc2c1`?
PriA SSB inh: -12

What do the screens show for `Cc1cc(=O)oc2cc(Oc3ncnc4scc(-c5ccc(F)cc5)c34)ccc12`?
PriA SSB inh: -10

What do the screens show for `FCCCOc1ccc(C=NOCc2ccc(Cl)cc2Cl)cc1`?
PriA SSB inh: -35

What do the screens show for `O=C(Nc1nc2c(Cl)ccc(Cl)c2s1)C1=COCCO1`?
PriA SSB inh: -10

How did O=C(c1ccn[nH]1)N1CCC(n2c(=O)[nH]c3ccccc3c2=O)CC1 do in these assays?
PriA SSB inh: -8

Results for O=C(NCc1nn(C2CCCC2)c(=O)c2ccccc12)c1cccnc1 ?
PriA SSB inh: -6

How did O=C(c1ccc2c(c1)OCO2)N1CCS[C@H](c2ccco2)CC1 do in these assays?
PriA SSB inh: 1

Results for O=S(=O)(Nc1ccc(Cl)c(C(F)(F)F)c1)c1cccc2cccnc12 ?
PriA SSB inh: -9&1

How did O=C(CN1CCN(C(=O)c2ccc3c(c2)OCO3)CC1)c1ccco1 do in these assays?
PriA SSB inh: -20

Results for COc1ccccc1C(=O)NN=C(C)CC(=O)Nc1ccc2c(c1)OCCO2 ?
PriA SSB inh: 5

What do the screens show for `COc1ccc(C(=O)COC(=O)c2ccc(C)o2)cc1OC`?
PriA SSB inh: 3

What do the screens show for `Cc1cc(=O)[nH]c(NN=Cc2c(C)nn(-c3ccc(F)cc3)c2Cl)n1`?
PriA SSB inh: -1

What do the screens show for `Cc1ccc(S(=O)(=O)CCCC(=O)Nc2nc(-c3ccc(Br)s3)cs2)cc1`?
PriA SSB inh: -21

How did COc1ccccc1COc1cc(NC(=O)NC(C)(C)C)ncn1 do in these assays?
PriA SSB inh: 2

Results for COc1ccccc1C(=O)NN=Cc1ccc2c(c1)OCO2 ?
PriA SSB inh: 4

How did Cc1cc(C)cc(N(CC(=O)NN=Cc2ccncc2)S(=O)(=O)c2ccccc2)c1 do in these assays?
PriA SSB inh: 6

Results for Cc1ccc(NS(=O)(=O)c2n[nH]c(C)c2C(=O)Nc2cccc(C(C)C)c2)cc1 ?
PriA SSB inh: -1

What do the screens show for `O=C(NNC(=O)c1cccn(Cc2ccc(Cl)c(Cl)c2)c1=O)c1cc2ccccc2oc1=O`?
PriA SSB inh: -4

Results for O=C(Nc1cccc(Cl)c1)N1CCC(Oc2ncccc2Br)CC1 ?
PriA SSB inh: -18

What do the screens show for `CC(C)(C)NC(=O)C(=O)NCC(c1ccco1)N1CCc2ccccc2C1` (stereo not drawn)?
PriA SSB inh: -3

What do the screens show for `COc1ccc2ccc(OC)c(/C=C3\NC(=S)N(C)C3=O)c2c1`?
PriA SSB inh: -1

What do the screens show for `CCSc1ncc(C=NNc2ccccc2)n1C`?
PriA SSB inh: 38

Results for Cc1cc(C)c2nc(N(CCn3cccn3)C(=O)c3ccc4c(c3)OCCO4)sc2c1 ?
PriA SSB inh: -7

What do the screens show for `O=C(c1nc2ccccc2s1)N(CCn1cccn1)c1nc2ccccc2s1`?
PriA SSB inh: 0

Results for O=C(c1ccc(Cl)cc1Cl)N1CCOC(c2cccnc2)C1 (stereo not drawn) ?
PriA SSB inh: -7

What do the screens show for `Cc1c(NN=C(C#N)C(=O)c2ccccc2)c(=O)n(-c2ccccc2)n1C`?
PriA SSB inh: 85

Results for O=C(Nc1ccc(-c2nc3cccnc3s2)cc1)c1ccc(F)cc1F ?
PriA SSB inh: 9

How did O=C(CSc1ccc(-c2ccc(Cl)cc2)nn1)N1CCCCC1 do in these assays?
PriA SSB inh: -11&0

What do the screens show for `Cc1ccc(-c2cc(C(=O)NN=Cc3ccco3)[nH]n2)cc1`?
PriA SSB inh: 0

What do the screens show for `COCCN1CCC(CNC(=O)c2ccc(C#N)cc2)CC1`?
PriA SSB inh: -7

What do the screens show for `COc1ccc(-c2nc(C)c(CCNC(=O)c3cccs3)s2)cc1`?
PriA SSB inh: -4

What do the screens show for `CCCc1cc(=O)[nH]c(-n2nc(C)cc2NC(=O)C2(c3ccc(Cl)cc3)CCCC2)n1`?
PriA SSB inh: 13

How did O=C(CC(=O)NN=Cc1ccc(C(=O)O)cc1)NCCc1ccccc1 do in these assays?
PriA SSB inh: -19

How did Cc1ccc(C=NNC(=O)c2cc(OCC(F)(F)F)ccc2OCC(F)(F)F)cc1 do in these assays?
PriA SSB inh: -15

Results for O=C(CN1CCN(Cc2nc(-c3ccco3)cs2)CC1)NCc1ccc(F)cc1 ?
PriA SSB inh: -1

Results for CS(=O)(=O)c1ccccc1C(=O)Nc1nc2c(F)cccc2s1 ?
PriA SSB inh: -2

What do the screens show for `CCc1ccc(NC(=O)Cn2nc3ccc(SC4CCCCC4)nn3c2=O)cc1`?
PriA SSB inh: -8

How did Cc1nnc(NC(=O)c2cc3n(n2)CCCO3)s1 do in these assays?
PriA SSB inh: 2

Results for COC(=O)c1ccc(C(=O)Nc2nnc(-c3ccc(S(=O)(=O)N(C)C)cc3)o2)cc1 ?
PriA SSB inh: -9

What do the screens show for `Cc1nc2sc(C)c(C)n2c(=O)c1NC(=O)c1ccc2ccccc2n1`?
PriA SSB inh: -15&3

What do the screens show for `O=C(NN=Cc1c[nH]c2ccccc12)c1cc(Cl)ccc1O`?
PriA SSB inh: -2

How did NC(=O)c1ccc(NC(=O)Cc2cn(Cc3ccc(F)cc3)c3ccccc23)cc1 do in these assays?
PriA SSB inh: -44&-7

What do the screens show for `CCOC(=O)c1sc(NC(=O)c2ccc(Oc3ccc(C(=O)Nc4nc(-c5ccccc5)c(C(=O)OCC)s4)cc3)cc2)nc1-c1ccccc1`?
PriA SSB inh: -1

How did Cc1ccc2c(c1)[C@H](c1ccc(F)cc1)N(C(=O)C1(c3ccc(Cl)cc3)CCCC1)CC(=O)N2 do in these assays?
PriA SSB inh: -1

What do the screens show for `CCOc1ccc(NC(=O)N2C[C@H]3C[C@H](C2)c2cccc(=O)n2C3)cc1`?
PriA SSB inh: 3

How did CC(=NNC(=O)c1cc(C)[nH]n1)c1ccc(-c2ccccc2)cc1 do in these assays?
PriA SSB inh: -9

What do the screens show for `O=C(NCCCn1nc(-c2ccccc2)ccc1=O)c1ccc2c(c1)OCO2`?
PriA SSB inh: -13

Results for CCOC(=O)C1=C(C)Nc2ccccc2NC1=NS(=O)(=O)c1ccccc1 ?
PriA SSB inh: -25

How did Cn1cccc1C(CNC(=O)c1ccc(C(C)(C)C)cc1)N1CCCC1 (stereo not drawn) do in these assays?
PriA SSB inh: 9

Results for O=C(Nc1cc(N2CCCCC2)ncn1)Nc1ccc(F)cc1F ?
PriA SSB inh: -8

How did O=C(CSC1=NS(=O)(=O)c2cc(Cl)ccc2N1)Nc1cccc([N+](=O)[O-])c1 do in these assays?
PriA SSB inh: -6

How did O=C1CCc2cc(S(=O)(=O)NCCn3ccnc3-c3ccccn3)cc3c2N1CC3 do in these assays?
PriA SSB inh: -14

How did Cc1cccc(N2C(=O)N(c3cccc([N+](=O)[O-])c3)C3CS(=O)(=O)CC32)c1C (stereo not drawn) do in these assays?
PriA SSB inh: -10

How did O=C(NC1CC1)C(=O)N1CCN(c2cccc(Cl)c2)CC1 do in these assays?
PriA SSB inh: 3

What do the screens show for `CCc1nnsc1C(=O)Nc1c(C(=O)Nc2ccc(OC)cc2)oc2ccccc12`?
PriA SSB inh: -8

How did CCOC(=O)CNC(=O)CSc1ncnc2ccccc12 do in these assays?
PriA SSB inh: 5

How did COc1ccccc1NC(=O)C1=C(C)Nc2nc(SC)nn2C1c1ccc(C)o1 (stereo not drawn) do in these assays?
PriA SSB inh: -13

How did Cc1ccccc1NC(=O)CCC(=O)NN=Cc1c[nH]c2ccccc12 do in these assays?
PriA SSB inh: 7

Results for O=C1N(c2ccc(Br)cc2)C2CS(=O)(=O)CC2N1c1ccccc1Cl (stereo not drawn) ?
PriA SSB inh: -8

Pulled one by one from above (5):
Results for O=C1N(c2ccc(Br)cc2)C2CS(=O)(=O)CC2N1c1ccccc1Cl (stereo not drawn) ?
PriA SSB inh: -8

How did O=C(CSC1=NS(=O)(=O)c2cc(Cl)ccc2N1)Nc1cccc([N+](=O)[O-])c1 do in these assays?
PriA SSB inh: -6

How did O=C1CCc2cc(S(=O)(=O)NCCn3ccnc3-c3ccccn3)cc3c2N1CC3 do in these assays?
PriA SSB inh: -14

How did Cn1cccc1C(CNC(=O)c1ccc(C(C)(C)C)cc1)N1CCCC1 (stereo not drawn) do in these assays?
PriA SSB inh: 9

How did O=C(NC1CC1)C(=O)N1CCN(c2cccc(Cl)c2)CC1 do in these assays?
PriA SSB inh: 3

Some of these compounds in order of number of heavy atoms, rising:
How did CCOC(=O)CNC(=O)CSc1ncnc2ccccc12 do in these assays?
PriA SSB inh: 5

Results for O=C1N(c2ccc(Br)cc2)C2CS(=O)(=O)CC2N1c1ccccc1Cl (stereo not drawn) ?
PriA SSB inh: -8

How did Cn1cccc1C(CNC(=O)c1ccc(C(C)(C)C)cc1)N1CCCC1 (stereo not drawn) do in these assays?
PriA SSB inh: 9

Results for CCOC(=O)C1=C(C)Nc2ccccc2NC1=NS(=O)(=O)c1ccccc1 ?
PriA SSB inh: -25

The listing picks up, repeating the 5 entries before the break.
What do the screens show for `CCc1nnsc1C(=O)Nc1c(C(=O)Nc2ccc(OC)cc2)oc2ccccc12`?
PriA SSB inh: -8

How did CCOC(=O)CNC(=O)CSc1ncnc2ccccc12 do in these assays?
PriA SSB inh: 5

How did COc1ccccc1NC(=O)C1=C(C)Nc2nc(SC)nn2C1c1ccc(C)o1 (stereo not drawn) do in these assays?
PriA SSB inh: -13

How did Cc1ccccc1NC(=O)CCC(=O)NN=Cc1c[nH]c2ccccc12 do in these assays?
PriA SSB inh: 7

Results for O=C1N(c2ccc(Br)cc2)C2CS(=O)(=O)CC2N1c1ccccc1Cl (stereo not drawn) ?
PriA SSB inh: -8

How did O=C(NCCn1nc(-c2ccc(Cl)cc2)ccc1=O)c1ccccc1C(F)(F)F do in these assays?
PriA SSB inh: -6

How did C=CCn1c(SCC(=O)N2CCc3cc(OC)c(OC)cc3C2)nc2sc3c(c2c1=O)CCC3 do in these assays?
PriA SSB inh: 2

What do the screens show for `COc1ccc(-n2nncc2CN2CCN(C(=O)c3ccc4c(c3)OCO4)CC2)cc1F`?
PriA SSB inh: -5

Results for COc1ccc(S(=O)(=O)N2CCN=C2c2ccccc2)c(C)c1C ?
PriA SSB inh: 16

Results for O=C1C(=O)N(CCCO)C(c2ccc(Br)cc2)C1=C(O)c1ccc(Br)cc1 (stereo not drawn) ?
PriA SSB inh: -4

What do the screens show for `Cn1c(=O)c2c(nc(NCc3cccnc3)n2CC(=O)c2ccccc2)n(C)c1=O`?
PriA SSB inh: -4

Results for N#Cc1cccnc1OC1CCN(C(=O)[C@@H]2CC=CCC2)CC1 ?
PriA SSB inh: 6

Results for CS(=O)(=O)N1CCC(CNC(=O)NCCc2ccccc2)CC1 ?
PriA SSB inh: -5

Results for Cn1nccc1C(=O)N(Cc1cccnc1)c1nc2ccccc2s1 ?
PriA SSB inh: -1

How did COC(=O)c1ccc(C(=O)Nc2nc(-c3ccc(OC)c(C)c3)cs2)cc1 do in these assays?
PriA SSB inh: -15

Results for COc1ccc(C(=O)Nc2ccc3c(c2)N(C(=O)C2CCCO2)CC3)cc1OC (stereo not drawn) ?
PriA SSB inh: 8

How did O=C(NCCn1nc(-c2ccco2)n(C2CC2)c1=O)c1cc2ccccc2[nH]1 do in these assays?
PriA SSB inh: -13

How did COC(=O)c1ccccc1NS(=O)(=O)c1ccsc1C(=O)OC do in these assays?
PriA SSB inh: 2

How did CCOc1ccc(C(=O)NCCCc2ccc(N(C)C)cc2)cc1 do in these assays?
PriA SSB inh: -7

How did O=C(CN1C(=O)CCC1=O)Nc1nc(-c2ccncc2)cs1 do in these assays?
PriA SSB inh: 4

How did Cn1ccnc1N1CCN(C(=O)Cc2cccc3ccccc23)CC1 do in these assays?
PriA SSB inh: 1

How did CCOc1ccc(NS(=O)(=O)c2ccc(Oc3ccccc3)cc2)cc1 do in these assays?
PriA SSB inh: -8

Results for COc1nn(C)cc1C(=O)N1CCS[C@H](c2ccccc2F)CC1 ?
PriA SSB inh: -18

How did CC(=NNC(=O)c1nnn(-c2nonc2N)c1COc1ccc(F)cc1)c1ccc(Cl)cc1 do in these assays?
PriA SSB inh: -2

How did Cc1nc(N2CCC(NC(=O)c3cccn3C)CC2)cc(C(F)(F)F)n1 do in these assays?
PriA SSB inh: -22

Results for CC(=O)N1CCN(C(=S)c2ccc(-c3ccc(F)cc3)o2)CC1 ?
PriA SSB inh: 33

How did Cc1nnsc1C(=O)N1CCN(CC(O)C2CC2)CC1 (stereo not drawn) do in these assays?
PriA SSB inh: 0

What do the screens show for `NC(=O)C1Cc2ccccc2N1C(=O)CSCc1ccccc1` (stereo not drawn)?
PriA SSB inh: -9

What do the screens show for `COC(=O)c1ccc(CSc2ccc([N+](=O)[O-])cc2)cc1`?
PriA SSB inh: 7

How did O=C(O)CN1C(=O)c2cccc([N+](=O)[O-])c2C1=O do in these assays?
PriA SSB inh: -7

How did COc1ccc2c(c1)CCC[C@@]2(O)CNS(=O)(=O)c1ccc(OCC(N)=O)cc1 do in these assays?
PriA SSB inh: -9

How did CCc1nc(-c2ccc(-n3ccc(C(=O)N4CCN(C(=O)c5ccco5)CC4)n3)cc2)no1 do in these assays?
PriA SSB inh: -1

What do the screens show for `CSc1ccccc1CN1CCC(CNC(=O)C(=O)Nc2ccc(OC(F)(F)F)cc2)CC1`?
PriA SSB inh: -8

How did Cc1cc(C)nc(SCC(=O)NN=Cc2cccs2)n1 do in these assays?
PriA SSB inh: 4

What do the screens show for `COc1ccc2c(c1)CCN(C(=O)c1cnc(C)cn1)C2`?
PriA SSB inh: -6

What do the screens show for `Cc1ccc(NC(=O)CSc2nnc(Cn3ccc(=O)[nH]c3=O)o2)cc1Cl`?
PriA SSB inh: -14

What do the screens show for `CC(=O)Nc1ccc(NC(=O)CCCn2nc(-c3ccc(Cl)cc3)ccc2=O)cc1`?
PriA SSB inh: 1

How did COc1ccc(-c2cn3cccnc3n2)cc1NC(=O)/C=C\c1ccccc1 do in these assays?
PriA SSB inh: 5

Results for Cc1cccc(NC(=O)c2ccn(C)n2)c1C ?
PriA SSB inh: 8

What do the screens show for `CN(C)c1cncc(O[C@H]2CCN(C(=O)c3cccc4c3OCCO4)C2)n1`?
PriA SSB inh: 1
